Siah-1 displacement = Siah-1 peptide-binding antagonists, primary screen, biochemical, fluorescence polarization, rhodamine-plectin, uHTS (AID 1817) | 0.02% of 290,000 active | E3 ubiquitin-protein ligase SIAH1 (Homo sapiens) | Siah-1 / rhodamine-plectin peptide fluorescence polarization; higher % means a stronger effect | one-dose displacement, % at 20 µM; IC50 in µM for titrated hits;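 active means displacement of at least 50% at 20 µM, with a fluorescence ratio check between 0.3 and a set limit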;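 further: plate controls were Siah plus tracer with DMSO for no effect and tracer alone without Siah for full effect; strong numbers were not always called active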
GPR35 arrestin U2OS = GPR35 antagonists blocking zaprinast-driven arrestin recruitment, primary screen, imaging, U2OS, beta-arrestin-GFP, zaprinast agonist (AID 2058); U2OS GPR35 beta-arrestin-GFP translocation imaging, zaprinast antagonism; higher % means a stronger effect; one-dose inhibition, % at 10 µM; IC50 in µM for titrated hits; 0.052% of 290,000 active;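 active means inhibition of at least 50% with at least 30 cells and total cytoplasm GFP at most 10,000,000; inconclusive means under 30 cells or total GFP of 10,000,000 plus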
Rac1 GTP hydrolysis = MgcRacGAP GTPase-activating activity inhibitors, confirmation, biochemical, ADP Hunter fluorescence | MgcRacGAP-stimulated Rac1 GTP hydrolysis, ADP Hunter fluorescence; higher % means a stronger effect; GST-tagged Rac1 F28L mutant substrate | 0.6% of 340,000 active | inhibition, % at 30 µM, or IC50 in µM where a hit was titrated | Rac GTPase-activating protein 1 (Homo sapiens) | AID 624330, 2012;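 active means first-screen hits whose inhibition reached a set limit at any dose in the follow-up dose series; inconclusive means inhibition above the set first-screen limit but never retested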;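 further: fluorescence reports GDP produced by GAP-driven GTP hydrolysis; strong numbers were not always called active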
LYP phosphatase = inhibitors of LYP phosphatase, biochemical, fluorescence intensity, uHTS (AID 1779); Tyrosine-protein phosphatase non-receptor type 22 (Homo sapiens); 0.054% of 290,000 active; recombinant LYP phosphatase, fluorescence intensity; higher % means a stronger effect; inhibition, % at 11.5 µM, or IC50 in µM where a hit was titrated; in the data active means inhibition above about 50%;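 further: plate controls were vehicle with enzyme for no effect and no enzyme for full effect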
GPR55 antagonists = GPR55 antagonists blocking LPI-driven arrestin recruitment, primary screen, imaging, U2OS, beta-arrestin-GFP, LPI agonist (AID 2013); inhibition, % at 10 µM, or IC50 in µM where a hit was titrated; G-protein coupled receptor 55 (Homo sapiens); U2OS GPR55 beta-arrestin-GFP translocation imaging, LPI antagonism; higher % means a stronger effect; 0.13% of 290,000 active;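 active means spots per cell inhibited over 60%, with over 100 cells counted and total cytoplasm intensity under 500,000; inconclusive means wells with under 100 cells, flagged as likely toxic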;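 further: U2OS cells stably carrying GPR55 and arrestin-GFP stimulated by 5 µM LPI near EC80; imaged beta-arrestin-GFP aggregate spots per cell after agonist stimulation; plate controls were LPI-stimulated DMSO wells for no effect and DMSO wells without LPI for full effect; some results filed as inactive read as strong as hits; confirmed hits need IC50 under 10 µM and bright autofluorescent wells are also inconclusive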
NTR1 ag = agonists of NTR1, primary screen, imaging, U2OS cells, beta-arrestin-GFP, high content (AID 493036); NTR1-U2OS beta-arrestin-GFP spot imaging, agonist mode; activation, % at 20 µM; 0.17% of 330,000 active;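 active means activation at or above 40% of the spot to cytoplasm intensity ratio, with at least 20 cells analyzed; inconclusive means wells under 20 cells, flagged as cytotoxic or low count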;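 further: 0% = DMSO without peptide and 100% = 100 nM NTR1 peptide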
Target sequence (P30989 whole entry, looked up): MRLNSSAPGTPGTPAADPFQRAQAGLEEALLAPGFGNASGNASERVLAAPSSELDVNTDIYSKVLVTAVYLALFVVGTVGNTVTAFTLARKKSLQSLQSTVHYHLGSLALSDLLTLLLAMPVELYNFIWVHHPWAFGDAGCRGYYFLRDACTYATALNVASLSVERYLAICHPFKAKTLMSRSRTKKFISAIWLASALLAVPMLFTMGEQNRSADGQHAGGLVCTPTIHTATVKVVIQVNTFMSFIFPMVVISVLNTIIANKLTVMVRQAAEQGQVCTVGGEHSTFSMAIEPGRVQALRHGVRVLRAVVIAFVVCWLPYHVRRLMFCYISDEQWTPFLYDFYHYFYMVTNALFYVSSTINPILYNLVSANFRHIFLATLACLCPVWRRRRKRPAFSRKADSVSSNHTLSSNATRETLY
HIV fusion peptide = inhibitors of HIV fusion peptide binding, primary screen, biochemical, uHTS, fluorescence dequenching (AID 1986); cell-free peptide binding, fluorescence dequenching, 30 min; higher % means a stronger effect; one-dose inhibition, % at 20 µM; IC50 in µM for titrated hits; 0.3% of 290,000 active; in the data active means inhibition mostly above about 52%, no sharp cut-off; inactive means mostly below about 76%; further: some results filed as inactive read as strong as hits
Salmonella PhoP GFP = inhibitors of PhoP regulon expression, primary screen, Salmonella Typhimurium, GFP reporter (AID 1863); S. Typhimurium PhoP-regulated promoter GFP reporter, 4 h; higher % means a stronger effect; inhibition, % at 50 µM, or IC50 in µM where a hit was titrated; 0.16% of 300,000 active;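 active means inhibition over 29.93%, a cutoff 3 SD above the screen mean, later confirmed by dose response; inconclusive means inhibition over 29.93% but no dose response follow-up; inactive means inhibition at most 29.93% or unconfirmed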;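 further: 0% = low Mg2+ inducing control and 100% = high Mg2+ repressing control; strong numbers were not always called active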
Myeloid diff 2 = induction of myeloid progenitor differentiation, primary screen, cell-based, flow cytometry, MLPCN library; ER-HoxA9 myeloid progenitors, lysozyme-GFP differentiation; calls only at 10 µM; 1% of 360,000 active; AID 624256, 2012;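 active means normalized GFP-positive differentiation at or above the plate's own cutoff, the solvent-only control mean plus 3 SD; inconclusive means no clear call, values can overlap the other calls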;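 further: cells exposed to compound for four days before flow analysis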
NTR1 ag cell count 20 µM = recorded beside NTR1 ag, whose call it bears; cell count; measured here: cell count, cytotoxicity flag
Myeloid diff 2 GFP+ MAC1+ % = second read-out of Myeloid diff 2, no call of its own (marks repeat the call); GFP+ MAC1+ double positive, %; measured here: differentiation confirmed by MAC1 staining
An asterisk follows results filed as active; i = inactive; ? = inconclusive; / = no result given.

SMILES	Siah-1 displacement	GPR35 arrestin U2OS	Rac1 GTP hydrolysis	LYP phosphatase	GPR55 antagonists	NTR1 ag	NTR1 ag cell count 20 µM	HIV fusion peptide	Salmonella PhoP GFP	Myeloid diff 2	Myeloid diff 2 GFP+ MAC1+ %
CN(C)S(=O)(=O)c1ccc(N2CCCC2)c(C(=O)Nc2nc(-c3ccc(F)c(F)c3)cs2)c1	4%	2%	0%	-6%	4%	2.6	53	0.0%	3%	i	0.4
N#C/C(=N\Nc1cccc(F)c1)C(=O)C1CC1	4%	4%	5%	-3%	0%	1.8	47	-0.3%	-12%	i	0.2
O=C(c1ccoc1)N1CCC2(CC1)Oc1ccc(F)cc1C(=O)C21CC(c2cccnc2)=NO1 (centres undefined)	13%	-18%	7%	-10%	13%	4.1	53	-1.5%	3%	i	2.8
CCOC(=O)CNC(=O)Cn1cnc2c(nnn2-c2ccccc2)c1=O	8%	-5%	3%	-7%	5%	6.8	95	-0.8%	/	i	2.0
COc1ccccc1-c1noc(CCCC(=O)Nc2ccc(C(N)=O)cc2)n1	-4%	-7%	/	-9%	-8%	1.2	55	-0.7%	-14%	i	0.1
Fc1ccccc1Cn1c2[n+](c3ccc(C(F)(F)F)cc31)CCCCC2	4%	1%	3%	-3%	6%	0.8	52	-1.1%	1%	i	1.0
Cc1ccc(/C=N/NC(=O)c2nnn(-c3nonc3N)c2CSc2ccccc2)o1	6%	8%	8%	-2%	9%	0.9	63	-1.0%	8%	i	3.5
CC(C)CCN1CCN(Cc2cccn2-c2cccnc2)CC1CCO (centres undefined)	8%	3%	7%	-12%	1%	0.7	52	0.7%	2%	i	0.2
Cn1c(=O)cc(SCC(=O)NCCCN2CCOCC2)c2ccc(Cl)cc21	2%	2%	6%	-1%	9%	-1.0	79	-0.3%	11%	i	0.7
O=S(=O)(c1ccc(NC(=S)NN=C(Cc2ccccc2)Cc2ccccc2)cc1)N1CCOCC1	-7%	2%	7%	2%	-10%	2.0	21	6.3%	7%	i	0.2
O=C(O/N=C\c1ccc(N2CCOCC2)c([N+](=O)[O-])c1)c1ccccc1Cl	4%	-4%	8%	-8%	/	6.0	36	-2.5%	4%	i	0.9
OCCN1CCN(C(=S)c2ccc(Cl)c(Cl)c2)CC1	-5%	-3%	15%	7%	0%	-1.3	97	-1.7%	-10%	i	0.4
O=C(NCCCc1ccccc1)c1ccc(CS(=O)Cc2ccccc2Cl)o1 (centres undefined)	0%	-11%	7%	-2%	2%	-0.2	58	1.0%	-10%	i	3.7
CCOCCCNS(=O)(=O)c1ccc(NC(=O)CN2C(=O)c3ccccc3C2=O)cc1	5%	-12%	5%	6%	-13%	0.4	46	0.1%	-2%	i	0.5
COc1ccc(OCC(=O)Nc2ccc3c(c2)nc(CCN2CCOCC2)n3C)cc1	5%	-6%	7%	-7%	5%	1.0	70	45%	-5%	i	1.2
CCCCCC(=O)Nc1ccc(N2CCOCC2)c(S(=O)(=O)Nc2ccc(OC)cc2)c1	/	/	10%	/	/	2.6	46	/	-3%	i	0.8
COc1ccc(CCNC(=O)C2CC(c3c(Cl)cccc3Cl)=NO2)cc1 (centres undefined)	-1%	19%	1%	-5%	11%	-2.3	78	4.8%	4%	i	0.4
CCOc1ccc2nc(N(Cc3ccccc3)C(=O)CCNC(C)=O)sc2c1	5%	-2%	6%	-1%	9%	0.3	52	-0.9%	-4%	i	0.3
Cc1c(/C=N/NC(=O)c2cccnc2)c2ccccn2c1C(=O)c1ccc(F)cc1	1%	-7%	/	-2%	19%	6.0	82	-4.1%	-10%	/	/
COc1ccc(CCNc2ncnc3c2oc2ccccc23)cc1OC	1%	-7%	4%	1%	0%	14	45	0.8%	-1%	i	13
COC(=O)C(C)Oc1ccc(Oc2nc(Cl)ccc2Cl)cc1 (centres undefined)	8%	-4%	4%	-2%	3%	-0.2	45	0.8%	-1%	i	1.1
CCOC(=O)Nc1sc2c(c1C(N)=O)CCC(C)C2 (centres undefined)	-3%	4%	12%	2%	2%	1.2	91	-0.1%	/	i	0.2
Cc1c(N=C(N)/N=C(\N)Nc2ccccc2)c(=O)n(-c2ccccc2)n1C	16%	1%	-1%	-5%	10%	-1.1	40	-1.0%	-6%	i	0.7
N=c1c2c(-c3ccccc3)c(-c3ccccc3)n(Cc3ccco3)c2ncn1CCN1CCOCC1	6%	4%	5%	-9%	23%	10	78	0.1%	-6%	i	0.6
CCOC(=O)c1nn(-c2cccc(C)c2)c2nc(-c3ccccc3)c(C#N)c(=O)n12	-7%	-5%	13%	-5%	-19%	3.5	44	-0.8%	-1%	i	0.5

Fetched by structure from above:
SMILES	Siah-1 displacement	GPR35 arrestin U2OS	Rac1 GTP hydrolysis	LYP phosphatase	GPR55 antagonists	NTR1 ag	NTR1 ag cell count 20 µM	HIV fusion peptide	Salmonella PhoP GFP	Myeloid diff 2	Myeloid diff 2 GFP+ MAC1+ %
COc1ccc(CCNC(=O)C2CC(c3c(Cl)cccc3Cl)=NO2)cc1 (centres undefined)	-1%	19%	1%	-5%	11%	-2.3	78	4.8%	4%	i	0.4
N#C/C(=N\Nc1cccc(F)c1)C(=O)C1CC1	4%	4%	5%	-3%	0%	1.8	47	-0.3%	-12%	i	0.2

(list continues)
SMILES	Siah-1 displacement	GPR35 arrestin U2OS	Rac1 GTP hydrolysis	LYP phosphatase	GPR55 antagonists	NTR1 ag	NTR1 ag cell count 20 µM	HIV fusion peptide	Salmonella PhoP GFP	Myeloid diff 2	Myeloid diff 2 GFP+ MAC1+ %
COc1ccc(C(=O)Nc2cc(C(F)(F)F)ccc2Cl)cc1OC	6%	-5%	11%	-2%	-1%	2.6	81	-3.2%	8%	i	4.3
CSc1ccc(NC(=O)Nc2cccn(Cc3ccccc3F)c2=O)cc1	-2%	4%	-4%	-1%	3%	4.4	44	-0.3%	6%	i	0.0
COCCN(C(=O)Cc1cccs1)C(C(=O)NC1CCCC1)c1ccc(OC)c(OC)c1 (centres undefined)	-8%	17%	2%	-2%	9%	-1.9	87	-1.7%	-1%	i	0.1
CCOc1cc(O)c(-c2[nH]ncc2-c2nc(C)cs2)cc1CC	2%	0%	7%	8%	12%	12	59	-2.5%	-6%	i	0.5
CCc1ccc(CSc2nccn2-c2ccccc2)cc1	0%	-3%	14%	2%	43%	2.1	66	1.7%	-2%	i	0.5
CC(NC(=O)Nc1ccc([N+](=O)[O-])cc1)C(c1cccs1)N1CCCC1 (centres undefined)	0%	4%	8%	-4%	0%	-1.1	97	-2.0%	-1%	i	0.3
C[N+]1(CCOC(=O)C2(c3ccccc3)CCCC2)CCCCC1	1%	7%	5%	4%	-1%	2.6	46	1.2%	-6%	i	0.1
COc1cc(NC(=O)C(F)(F)F)cc(OC)c1	2%	5%	4%	-12%	0%	1.1	77	2.8%	2%	i	0.5
Cc1cc(N=Nc2c(O)c3ccccc3[nH]c2=O)ccc1N=Nc1ccc(C(=O)N(C)C)cc1	1%	3%	7%	-6%	16%	1.2	83	-1.5%	-1%	i	0.6
COc1cc(C(=O)OCC(=O)NC(=O)c2cccn2C)ccc1OC(F)F	0%	-12%	-3%	-5%	-2%	1.1	62	-2.5%	3%	i	0.5
CC(C)COc1cccc(C(=O)NNC(=O)C2COc3ccccc3O2)c1 (centres undefined)	0%	6%	0%	-10%	9%	-0.1	81	-2.2%	-1%	i	1.6
O=c1cc(N2CCCCC2)[nH]c(=O)n1C1CCCCC1	3%	-13%	-3%	-5%	-2%	0.8	53	-0.3%	-7%	i	2.3
COc1cccc(N2CN(C3CCCCC3)CNC2=S)c1	4%	-9%	-1%	-5%	-7%	0.6	55	-1.5%	2%	i	0.9
CC(=O)c1cccc(S(=O)(=O)NCCC(=O)Nc2ccc(S(N)(=O)=O)cc2)c1	-2%	13%	3%	-15%	-8%	0.5	54	-1.0%	3%	i	0.5
CCN1CCN(C(=S)Nc2cc(C(=O)OC)ccc2C(=O)OC)CC1	-5%	-9%	8%	-4%	-10%	2.7	60	-0.4%	-2%	i	0.4
Cn1ncc(C(=O)Nc2ccc(OC(F)(F)F)cc2)c1-n1cccc1	6%	-4%	-21%	1%	-8%	-0.1	48	0.1%	2%	?	/
Cc1ccc(CNC(=O)Nc2ccccc2)cc1	-8%	19%	8%	-4%	10%	-4.6	79	-3.6%	-3%	i	1.1
CC(CCCC(C)(C)O)NC(=O)c1cc(COc2ccc3ncccc3c2)on1 (centres undefined)	-2%	11%	4%	-4%	-4%	0.6	58	-0.6%	-5%	i	0.4
CCOc1ccc(-c2cc(CCCC(=O)NCCCOC)no2)cc1	5%	-1%	10%	-8%	8%	2.6	57	7.9%	-5%	i	5.7
COc1ccc(NC(=S)N(CCc2c(C)[nH]c3ccc(C)cc23)Cc2cccnc2)cc1	15%	6%	21%	-3%	17%	8.1	60	-1.3%	6%	i	2.8
Cc1ccccc1NC(=O)Cc1nc(COC(=O)CCNS(=O)(=O)c2ccccc2)cs1	/	/	1%	/	/	0.4	48	/	-6%	i	0.6
CCOC(=O)c1c(-c2cccc([N+](=O)[O-])c2)csc1NC(=O)CCCOc1ccccc1OC	-1%	-6%	12%	2%	5%	/	/	4.4%	-4%	i	0.9
COc1ccc(N2CCN(c3cc(C)c4ccccc4n3)CC2)cc1	-7%	29%	0%	-2%	1%	7.4	47	-1.1%	3%	i	1.0
COc1ccccc1CNC(=O)CN(c1ccc(C)cc1)S(=O)(=O)c1c(C)noc1C	-1%	-10%	8%	-8%	-4%	1.1	60	-2.9%	-9%	i	2.2

A few values from above:
In LYP phosphatase, CC(=O)c1cccc(S(=O)(=O)NCCC(=O)Nc2ccc(S(N)(=O)=O)cc2)c1 is listed with -15%
In Salmonella PhoP GFP, CC(C)COc1cccc(C(=O)NNC(=O)C2COc3ccccc3O2)c1 (centres undefined) is listed with -1%
In NTR1 ag, Cc1cc(N=Nc2c(O)c3ccccc3[nH]c2=O)ccc1N=Nc1ccc(C(=O)N(C)C)cc1 is listed with 1.2
